Screens from PubChem.
APJ agonist: agonists of human apelin receptor APJ, primary screen, CHO-K1 cells, PathHunter beta-arrestin, luminescence; P35414; 0% DMSO wells, 100% apelin; activation, % at 20 µM; 0.11% of 330,000 active;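 active means activation more than six SD over the plate average, tested at 20 µM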;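 further: 0% = DMSO alone and 100% = apelin-13 at 10 nM; some results filed as inactive read as strong as hits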
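Material: CHO-K1 APJ beta-arrestin complementation cell line; Input: cell density 1000 per well; Incubation: compound stimulation 90 min at 25 °C, detection 60 min; Signal: luminescence from split beta-galactosidase complementation, Galacton Star/Emerald II substrate; Controls: DMSO-only wells as negative, 10 nM Apelin-13 as positive control.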
Mdm2 MdmX PPI: inhibitors of human Mdm2-MdmX association, primary screen, cell-based, luminescence, split luciferase, SaOS-2, uHTS. Protein Mdm4 (Homo sapiens) + E3 ubiquitin-protein ligase Mdm2 (Homo sapiens), …. 3% of 330,000 active. inhibition, % at 8 µM. SaOS-2 split-luciferase Mdm2/MdmX complementation;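 active means inhibition of at least 50% at 8 µM in the primary screen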
Target sequence (O15151 whole entry, looked up): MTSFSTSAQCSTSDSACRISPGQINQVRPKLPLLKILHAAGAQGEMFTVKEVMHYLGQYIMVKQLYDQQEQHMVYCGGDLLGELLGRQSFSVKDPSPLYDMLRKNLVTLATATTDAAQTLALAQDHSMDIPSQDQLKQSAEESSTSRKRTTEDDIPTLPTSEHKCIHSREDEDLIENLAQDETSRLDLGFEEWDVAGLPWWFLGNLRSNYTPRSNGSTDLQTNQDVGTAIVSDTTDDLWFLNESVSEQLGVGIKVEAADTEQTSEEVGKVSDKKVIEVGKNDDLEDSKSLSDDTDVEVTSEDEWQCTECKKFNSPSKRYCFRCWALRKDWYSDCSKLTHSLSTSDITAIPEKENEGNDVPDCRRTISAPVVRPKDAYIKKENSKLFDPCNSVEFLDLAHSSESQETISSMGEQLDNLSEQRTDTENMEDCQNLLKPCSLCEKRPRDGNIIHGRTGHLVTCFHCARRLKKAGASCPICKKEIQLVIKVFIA
Target sequence (Q00987 whole entry, looked up): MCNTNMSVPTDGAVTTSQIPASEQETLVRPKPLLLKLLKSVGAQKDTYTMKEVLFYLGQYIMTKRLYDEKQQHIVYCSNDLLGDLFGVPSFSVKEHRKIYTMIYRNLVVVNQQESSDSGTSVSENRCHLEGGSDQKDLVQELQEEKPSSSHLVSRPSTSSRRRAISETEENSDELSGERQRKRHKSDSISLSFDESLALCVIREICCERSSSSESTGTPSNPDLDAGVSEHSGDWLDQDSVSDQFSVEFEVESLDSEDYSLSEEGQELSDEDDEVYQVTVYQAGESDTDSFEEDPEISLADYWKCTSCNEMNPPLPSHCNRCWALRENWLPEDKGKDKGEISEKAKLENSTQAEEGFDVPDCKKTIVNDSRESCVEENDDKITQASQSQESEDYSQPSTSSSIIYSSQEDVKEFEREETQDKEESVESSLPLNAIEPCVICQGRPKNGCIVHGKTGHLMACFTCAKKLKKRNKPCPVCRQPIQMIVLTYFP
TIM10 inh: growth inhibitors of isogenic TIM10 control yeast, primary screen, counter-screen for tim10-1 yeast inhibitor project, luminescence, uHTS | 1.4% of 330,000 active | S. cerevisiae TIM10 strain growth, BacTiter-Glo luminescence, 24 h | inhibition, % at 10 µM | AID 463195, 2010;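 active means inhibition of 40% or more at the single tested concentration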;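 further: wild-type TIM10 isogenic control strain grown at permissive 25 °C; 0% = DMSO yeast wells and 100% = minimal medium wells without yeast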
GRIN3A LBD mod: binders of NR3A ligand-binding domain, primary screen, biophysical, differential scanning fluorimetry, uHTS; NR3A LBD differential scanning fluorimetry, Tm shift; 0% = protein alone, 100% = glycine-bound protein; Tm shift relative to glycine control, % at 25 µM; 2.5% of 340,000 active; Glutamate receptor ionotropic, NMDA 3A (GRIN3A) ligand-binding domain;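 active means melting temperature shift of at least 10% of the positive control shift, at one fixed dose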
UPR CHOP act: activators of apoptotic CHOP UPR arm, primary screen, cell-based, CHO-CHOP luciferase reporter, luminescence, uHTS. UPR activation; percent of tunicamycin response over DMSO baseline. activation, % at 10 µM. 0.34% of 330,000 active. AID 449763, 2010;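 active means at 10 µM dose, activation of 40% or more, normalized to positive control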;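 further: 100% = tunicamycin at 10 µg/mL and 0% = DMSO alone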
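System: CHO-CHOP luciferase reporter cell line; amount: 500 cells/well; buffer or medium: F12 medium containing 10% fetal bovine serum; incubation: 6 h compound exposure at 37 °C after overnight seeding; measured by: luciferase luminescence after 10 min with Steady-Glo reagent; evaluation: % reporter activation, DMSO baseline versus tunicamycin full activation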
NALP3 yeast inh: NALP3 inflammasome inhibitors in reconstituted yeast, primary screen, luminescence, uHTS; Yeast reconstituted NLRP3/ASC/caspase-1, beta-gal luminescence, 24 h; inhibition, % at 10 µM; 0.39% of 330,000 active;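 active means inhibition of 50% or more; inactive means inhibition below 50%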;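 further: plate controls were induced DMSO wells for no effect and uninduced yeast grown without galactose for full effect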
tim23-1 inh: growth inhibitors of tim23-1 mutant yeast, primary screen, luminescence, uHTS. S. cerevisiae tim23-1 growth, BacTiter-Glo luminescence, 24 h. 1.3% of 330,000 active. inhibition, % at 20 µM;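 active means growth inhibition of the mutant yeast at or above 50%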;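 further: temperature-sensitive mutant grown at 25 °C; plate controls were DMSO-treated mutant yeast for no effect and medium wells lacking yeast for full effect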
tim10-1 inh: growth inhibitors of tim10-1 mutant yeast, primary screen, luminescence, uHTS; S. cerevisiae tim10-1 ts strain growth, BacTiter-Glo, 24 h; inhibition, % at 20 µM; 2.2% of 330,000 active; AID 463190, 2010;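 active means inhibition of at least 40%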;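 further: mutant grown at 25 °C; 0% = DMSO wells with yeast and 100% = wells holding no yeast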
UPR XBP1 act: activators of adaptive XBP1 UPR arm, primary screen, cell-based, CHO-XBP1 luciferase reporter, luminescence, uHTS | IRE1-XBP1 UPR activation; percent of tunicamycin response, DMSO as zero | activation, % at 20 µM | 0.33% of 330,000 active;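 active means versus positive control, 20 µM dose yields 30% or more activation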;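 further: 100% = tunicamycin at 10 µg/mL and 0% = DMSO only wells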
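Assay system: CHO-XBP1 luciferase reporter cells; Schedule: 6 h treatment, 37 °C; Detection: glow luminescence from Steady-Glo reagent; Benchmarks: high control tunicamycin 10 µg/mL final, low control DMSO vehicle only.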
Active calls of the source: *; / = no result given.

The opening 2 entries, ahead of the listing:
SMILES | APJ agonist | Mdm2 MdmX PPI | TIM10 inh | GRIN3A LBD mod | UPR CHOP act | NALP3 yeast inh | tim23-1 inh | tim10-1 inh | UPR XBP1 act
O=C(NCCCn1ccnc1)c1ccc(OCC(F)(F)F)cc1 | 1 | -6 | 4 | 1 | -0.2 | -1 | -3 | 7 | -5
COc1ccc(C(=O)O)c(O)c1 | -3 | 9 | -12 | -1 | 0.6 | 5 | 4 | -23 | 5

The whole of this part, from the first entry:
SMILES | APJ agonist | Mdm2 MdmX PPI | TIM10 inh | GRIN3A LBD mod | UPR CHOP act | NALP3 yeast inh | tim23-1 inh | tim10-1 inh | UPR XBP1 act
O=C(NCCCn1ccnc1)c1ccc(OCC(F)(F)F)cc1 | 1 | -6 | 4 | 1 | -0.2 | -1 | -3 | 7 | -5
COc1ccc(C(=O)O)c(O)c1 | -3 | 9 | -12 | -1 | 0.6 | 5 | 4 | -23 | 5
CCN1CCN(C(=O)c2cc(COc3ccc4ncccc4c3)on2)CC1 | 1 | -6 | 7 | 2 | -1.9 | 13 | 10 | 12 | -1
CC(C)c1ncc(C(O)c2cccc3ccccc23)n1C (stereo not given) | -1 | -6 | 10 | -2 | -0.6 | 11 | 8 | 0 | -5
Cc1ccc(S(=O)(=O)N2CCN(C(=O)CN3C(=O)CNC3=O)CC2)cc1 | -1 | -14 | 3 | 1 | 1.2 | 3 | 4 | -5 | -2
CC(C)(C)OC(=O)N1CCN(C(=O)c2cccnc2Cl)CC1 | -3 | -10 | 9 | -1 | -0.6 | 9 | -7 | -7 | 0
CCOC(=O)C1CCCN(CC(=O)Nc2nc(-c3ccccc3)cs2)C1 (stereo not given) | -3 | -1 | 12 | -2 | 3.3 | 40 | 39 | 39 | 12
CCC(=O)Oc1ccc2c(C)cc(=O)oc2c1C(=O)CC | -4 | 10 | 2 | 0 | 0.1 | -3 | -6 | 15 | 0
Cc1ccc(C(=O)Oc2ccccc2N2CCOCC2)cc1 | -2 | 5 | 30 | -2 | 1.1 | 19 | 25 | 26 | -2
COc1ccccc1C(c1nnnn1Cc1ccccc1)N1CCN(c2nc3ccccc3s2)CC1 (stereo not given) | -7 | 39 | 7 | 3 | 1.9 | 5 | 21 | 20 | -6
N#C/C(=C\c1cn[nH]c1-c1ccc(Cl)cc1)C(=O)NC1CC1 | -4 | -8 | 18 | -3 | 1.1 | 4 | 25 | 33 | 4
COc1ccc(CNc2nc3ccccc3n2Cc2ccc(C)cc2)cc1OC | 1 | 13 | 12 | -3 | -0.1 | 5 | 19 | 1 | -1
COc1ccc(C(=O)Nc2ccc(S(=O)(=O)NC(C)=O)cc2)cc1 | -1 | -24 | 0 | 3 | 0.6 | 13 | -2 | 7 | -2
CCCc1cc(-c2nc(-c3ccc(Cl)cc3)cs2)ccn1 | -4 | -14 | 51* | -7 | 2.9 | -4 | 30 | 47* | 2
Cc1ccc(N2CC(C(=O)N3CCN(C(=O)c4ccco4)CC3)CC2=O)cc1 (stereo not given) | 0 | 14 | -6 | 1 | -2.9 | 6 | -17 | -4 | -2
O=C(NCc1ccccc1)c1cc(=O)c2ccccc2o1 | -1 | 21 | -11 | 0 | -1.7 | 1 | 7 | 22 | -1
CCN(CC)C(=O)[C@H]1C[C@H](CC(=O)NCCCN(C)C)C(=O)N2CCc3c([nH]c4ccc(Cl)cc34)[C@]12C | / | -10 | -6 | 0 | 2.3 | / | 19 | -4 | 0
COc1cc(OC)c(OC)cc1NC(=O)CC1COc2ccccc2O1 (stereo not given) | -4 | 8 | 1 | 0 | -0.9 | 3 | 12 | 26 | -2
COc1ccc(S(=O)(=O)n2cccc2)cc1OC | -5 | 36 | 12 | 0 | 2.3 | -3 | 17 | 16 | -3
CSC1=NC(C)(C)CC2(C)Nc3ccccc3N12 (stereo not given) | 3 | -5 | 6 | 1 | -0.2 | 9 | 3 | 3 | 1
CN(CC(=O)Nc1ccc(Cl)c(S(=O)(=O)N(C)C)c1)Cc1ccccc1 | 1 | -22 | -15 | 1 | 5.9 | 11 | 10 | 4 | 1
COc1ccc(C(=O)NCC(=O)OCC(=O)Nc2cc([N+](=O)[O-])ccc2F)cc1 | -2 | 16 | 6 | 0 | -0.3 | -2 | 2 | 7 | 0
Cc1ccc(-c2ccc(=O)n(CCC(=O)NCc3ccccn3)n2)cc1 | -1 | 6 | -13 | -1 | -3.2 | -3 | 0 | 3 | -1
CCCS(=O)(=O)c1nc(S(=O)(=O)c2ccc(C)cc2)c(N2CCN(CCO)CC2)s1 | -1 | 3 | 10 | 2 | 0.4 | 4 | 8 | 8 | -6
COc1cccc(CNC(=O)Cn2cc([N+](=O)[O-])cn2)c1 | -3 | -18 | -9 | 0 | 2.2 | -2 | 13 | 6 | -1
O=C(CSc1ncccc1C(=O)O)c1ccc2ccccc2c1 | -6 | -19 | 4 | 2 | 1.9 | 0 | 0 | 12 | 6
NC(=O)C1CCN(C(=O)CNC(=O)c2ccc(Br)o2)CC1 | -4 | 23 | -3 | 1 | 0.2 | 25 | -8 | -24 | 2
CN(C)S(=O)(=O)c1ccc(C(=O)NCc2nnc(SCC(=O)N3CCCCCC3)o2)cc1 | 3 | 8 | 12 | 0 | 1.0 | 1 | 19 | 22 | -3
COc1cccc(N2CCN(c3nc(-c4ccccc4C)cc(=O)[nH]3)CC2)c1 | -1 | 95* | 17 | 3 | -1.3 | 20 | 43 | 22 | -3
COc1cccc(C(=O)Nc2cccc(SC)c2)c1 | -2 | -36 | -11 | -30 | 7.2 | 18 | 36 | 13 | 2
COCCn1ccc2c(OCC(=O)NCCc3ccc(OC)c(OC)c3)cccc2c1=O | 5 | -17 | 8 | 0 | 1.1 | 9 | 13 | 2 | -1
CC(C)COc1ccc(-c2cc(C(=O)NN)[nH]n2)cc1 | -1 | -30 | 0 | -2 | 0.5 | 16 | 25 | 25 | 2
CCOC(=O)c1c(C)[nH]c(C(=O)CSc2nnc(-c3ccncc3)n2CC)c1C | 0 | 34 | 5 | 5 | -0.7 | 25 | 8 | 12 | -3
COc1ccc2cc(C3=CCCCC3)ncc2c1 | 1 | -207 | -7 | 1 | 1.6 | 45 | 31 | 2 | -2
O=C(Cn1c(=O)oc2cc(S(=O)(=O)N3CCc4ccccc43)ccc21)NC1CCCC1 | -1 | 0 | 2 | -2 | 2.5 | 0 | 9 | -10 | 0
O=C(NCC1CC1)c1cc(-c2ccccc2)nn1CC1CC(c2cccnc2)=NO1 (stereo not given) | -1 | 22 | 13 | 0 | -0.6 | 5 | 3 | 13 | 0
COc1ccc(NC(=O)c2ccco2)cc1NC(=O)c1ccccc1 | -1 | -4 | 7 | 4 | 3.2 | 15 | -3 | -23 | -4
Cc1ccc2c(c1)N(CC(=O)N1CCCCC1c1cccnc1)C(=O)CO2 (stereo not given) | 0 | -6 | -11 | -1 | -0.7 | 11 | 19 | 18 | -1
CCOc1cc(C(=O)CCC(=O)OCC(=O)Nc2ccc(F)cc2)ccc1O | 2 | -7 | 5 | 0 | 2.3 | -3 | 15 | 19 | -2
CC1(O)CC(=O)N(c2ccccc2)O1 (stereo not given) | -2 | 10 | 2 | 0 | -0.6 | -4 | 4 | 7 | 0

Grouped by structure, those above containing a nitro group on carbon.
SMILES | APJ agonist | Mdm2 MdmX PPI | TIM10 inh | GRIN3A LBD mod | UPR CHOP act | NALP3 yeast inh | tim23-1 inh | tim10-1 inh | UPR XBP1 act
COc1ccc(C(=O)NCC(=O)OCC(=O)Nc2cc([N+](=O)[O-])ccc2F)cc1 | -2 | 16 | 6 | 0 | -0.3 | -2 | 2 | 7 | 0
COc1cccc(CNC(=O)Cn2cc([N+](=O)[O-])cn2)c1 | -3 | -18 | -9 | 0 | 2.2 | -2 | 13 | 6 | -1

The results go on.
SMILES | APJ agonist | Mdm2 MdmX PPI | TIM10 inh | GRIN3A LBD mod | UPR CHOP act | NALP3 yeast inh | tim23-1 inh | tim10-1 inh | UPR XBP1 act
CCOC(=O)c1c(NC(=S)Nc2cccnc2)sc(C)c1C | -2 | 10 | 16 | -13 | -1.2 | 5 | 10 | 20 | -1
COc1ccccc1C(=O)NNC(=O)c1cccc([N+](=O)[O-])c1 | -2 | 6 | 10 | -1 | 1.9 | 16 | 22 | 2 | 0
COc1cc(NC(=O)c2cccnc2)ccc1NC(=O)c1ccccc1Cl | -1 | 4 | 15 | -5 | 3.9 | 20 | 17 | 6 | -3
O=C(O)/C=C\C(=O)NCc1cccnc1 | -3 | 7 | 6 | 1 | 1.0 | 14 | 12 | -11 | 8
CC(C)Cc1nnc(NC(=O)CCC(=O)N2CCC(C)CC2)s1 | -2 | -11 | 1 | -2 | 1.1 | 7 | 13 | 16 | -2
C[C@@H]1CC=C[C@H]2[C@H]1C(=O)N(Cc1ccccc1)[C@H]2c1ccc2ccccc2c1/C=C/c1ccccc1 | -7 | 46 | 5 | 0 | -1.6 | -1 | -11 | -9 | 3
Cn1c(=O)c2c(nc(NCC3CCCO3)n2Cc2ccccc2)n(C)c1=O (stereo not given) | -3 | -15 | 15 | -1 | 0.8 | 10 | 4 | 9 | -3
O=C(NCCOc1ccccc1Cl)c1cccc2c1C(=O)c1ccc(Cl)cc1S2(=O)=O | 2 | 59* | -3 | 6 | 2.8 | -1 | 19 | 0 | -1
CC(=O)c1cc2c(cc1NS(=O)(=O)c1ccccc1Br)OCO2 | 1 | 30 | 7 | 3 | 0.8 | 11 | 3 | -4 | -7
CCOc1ccc(Nc2nc3cc(S(=O)(=O)N(CC)CC)ccc3o2)cc1 | -4 | 36 | 33 | 6 | 0.2 | -75 | 2 | 31 | -1
Cc1ccc(CNC(=O)C2CC(c3cccc([N+](=O)[O-])c3)=NO2)o1 (stereo not given) | 1 | -37 | -16 | -1 | 2.6 | 7 | 3 | -23 | 1
COc1ccccc1OCCC(=O)OCC(=O)Nc1ccc(Br)cc1 | 0 | -3 | 7 | 2 | -0.2 | 3 | 11 | 14 | 1
CCOCc1c(C(=O)N2CCN(Cc3ccc(Br)s3)CC2)oc2ccccc12 | -1 | -5 | 19 | 2 | -3.4 | 23 | 38 | 12 | -3
COc1cccc(-c2nn(-c3ccc(C)cc3)cc2C(=O)N2CCN(C3CCS(=O)(=O)C3)CC2)c1 (stereo not given) | -4 | 15 | 1 | 3 | -0.3 | 16 | 3 | 4 | -1
CN(CC(=O)NCC(c1ccccc1)N1CCCC1)S(=O)(=O)c1ccc(Cl)cc1 (stereo not given) | -4 | -24 | 5 | 2 | 0.9 | 2 | -11 | -8 | 0
COC(=O)c1cc(NC(=O)c2ccc(C)cc2)c(=O)oc1C | -3 | -13 | 8 | 2 | 3.3 | 17 | 12 | 30 | 4
CC(=O)Nc1ccc(-n2cnnn2)cc1 | -4 | 2 | 7 | 2 | 1.4 | 9 | -11 | 8 | 2
